# Screening results as filed in PubChem BioAssay.
# PriA SSB inh = inhibitors of Klebsiella pneumoniae PriA binding to SSB C-terminal tail, primary screen, biochemical, AlphaScreen; AlphaScreen SSBct-PriA binding, biotinylated peptide; PriA–SSB C-terminal tail interaction (Klebsiella pneumoniae); inhibition, % at 33 µM; 430,000 tested, 0.6% active; AID 1272365, 2023; in the data active = inhibition mostly above about 37%, no sharp cut-off; inactive = mostly below about 20%;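 also: plate controls were negative control peptide for no effect and reference peptide for full effect; strong numbers were not always called active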
# BoNT-A LC inh2 = BoNT/A light chain protease inhibitors, primary screen, biochemical, flow cytometry, MLPCN library. Botulinum neurotoxin type A light chain protease (Clostridium botulinum A str. ATCC 3502). multiplex microsphere protease substrate cleavage. inhibition, % at 10 µM. 360,000 tested, 0.17% active; also: plate controls were buffer without enzyme for full effect and enzyme alone for no effect
# Vc quorum ag = inducers of Vibrio cholerae quorum light production without autoinducers, primary screen, BH1578 luxS cqsA deficient, single point; V. cholerae BH1578 lux reporter, luminescence, 6 h; activation, % at 18.7 µM; 350,000 tested, 0.16% active; in the data active = activation mostly above about 9.7%, no sharp cut-off; inconclusive = no clear call, values can overlap the other calls; inactive = mostly below about 3.7%; also: not every result past the cut was called active; inactives centre near 0; reference of the scale not given here
# TcdB inh = TcdB glycohydrolase inhibitors, primary screen, biochemical, single point, plate reader; Toxin B (Clostridioides difficile), P18177; TcdB glycohydrolase enzymatic assay; inhibition, % at 9.99 µM; 350,000 tested, 0.24% active; AID 652162, 2013; in the data active = inhibition above about 10%
# Target sequence (P18177 whole entry, looked up): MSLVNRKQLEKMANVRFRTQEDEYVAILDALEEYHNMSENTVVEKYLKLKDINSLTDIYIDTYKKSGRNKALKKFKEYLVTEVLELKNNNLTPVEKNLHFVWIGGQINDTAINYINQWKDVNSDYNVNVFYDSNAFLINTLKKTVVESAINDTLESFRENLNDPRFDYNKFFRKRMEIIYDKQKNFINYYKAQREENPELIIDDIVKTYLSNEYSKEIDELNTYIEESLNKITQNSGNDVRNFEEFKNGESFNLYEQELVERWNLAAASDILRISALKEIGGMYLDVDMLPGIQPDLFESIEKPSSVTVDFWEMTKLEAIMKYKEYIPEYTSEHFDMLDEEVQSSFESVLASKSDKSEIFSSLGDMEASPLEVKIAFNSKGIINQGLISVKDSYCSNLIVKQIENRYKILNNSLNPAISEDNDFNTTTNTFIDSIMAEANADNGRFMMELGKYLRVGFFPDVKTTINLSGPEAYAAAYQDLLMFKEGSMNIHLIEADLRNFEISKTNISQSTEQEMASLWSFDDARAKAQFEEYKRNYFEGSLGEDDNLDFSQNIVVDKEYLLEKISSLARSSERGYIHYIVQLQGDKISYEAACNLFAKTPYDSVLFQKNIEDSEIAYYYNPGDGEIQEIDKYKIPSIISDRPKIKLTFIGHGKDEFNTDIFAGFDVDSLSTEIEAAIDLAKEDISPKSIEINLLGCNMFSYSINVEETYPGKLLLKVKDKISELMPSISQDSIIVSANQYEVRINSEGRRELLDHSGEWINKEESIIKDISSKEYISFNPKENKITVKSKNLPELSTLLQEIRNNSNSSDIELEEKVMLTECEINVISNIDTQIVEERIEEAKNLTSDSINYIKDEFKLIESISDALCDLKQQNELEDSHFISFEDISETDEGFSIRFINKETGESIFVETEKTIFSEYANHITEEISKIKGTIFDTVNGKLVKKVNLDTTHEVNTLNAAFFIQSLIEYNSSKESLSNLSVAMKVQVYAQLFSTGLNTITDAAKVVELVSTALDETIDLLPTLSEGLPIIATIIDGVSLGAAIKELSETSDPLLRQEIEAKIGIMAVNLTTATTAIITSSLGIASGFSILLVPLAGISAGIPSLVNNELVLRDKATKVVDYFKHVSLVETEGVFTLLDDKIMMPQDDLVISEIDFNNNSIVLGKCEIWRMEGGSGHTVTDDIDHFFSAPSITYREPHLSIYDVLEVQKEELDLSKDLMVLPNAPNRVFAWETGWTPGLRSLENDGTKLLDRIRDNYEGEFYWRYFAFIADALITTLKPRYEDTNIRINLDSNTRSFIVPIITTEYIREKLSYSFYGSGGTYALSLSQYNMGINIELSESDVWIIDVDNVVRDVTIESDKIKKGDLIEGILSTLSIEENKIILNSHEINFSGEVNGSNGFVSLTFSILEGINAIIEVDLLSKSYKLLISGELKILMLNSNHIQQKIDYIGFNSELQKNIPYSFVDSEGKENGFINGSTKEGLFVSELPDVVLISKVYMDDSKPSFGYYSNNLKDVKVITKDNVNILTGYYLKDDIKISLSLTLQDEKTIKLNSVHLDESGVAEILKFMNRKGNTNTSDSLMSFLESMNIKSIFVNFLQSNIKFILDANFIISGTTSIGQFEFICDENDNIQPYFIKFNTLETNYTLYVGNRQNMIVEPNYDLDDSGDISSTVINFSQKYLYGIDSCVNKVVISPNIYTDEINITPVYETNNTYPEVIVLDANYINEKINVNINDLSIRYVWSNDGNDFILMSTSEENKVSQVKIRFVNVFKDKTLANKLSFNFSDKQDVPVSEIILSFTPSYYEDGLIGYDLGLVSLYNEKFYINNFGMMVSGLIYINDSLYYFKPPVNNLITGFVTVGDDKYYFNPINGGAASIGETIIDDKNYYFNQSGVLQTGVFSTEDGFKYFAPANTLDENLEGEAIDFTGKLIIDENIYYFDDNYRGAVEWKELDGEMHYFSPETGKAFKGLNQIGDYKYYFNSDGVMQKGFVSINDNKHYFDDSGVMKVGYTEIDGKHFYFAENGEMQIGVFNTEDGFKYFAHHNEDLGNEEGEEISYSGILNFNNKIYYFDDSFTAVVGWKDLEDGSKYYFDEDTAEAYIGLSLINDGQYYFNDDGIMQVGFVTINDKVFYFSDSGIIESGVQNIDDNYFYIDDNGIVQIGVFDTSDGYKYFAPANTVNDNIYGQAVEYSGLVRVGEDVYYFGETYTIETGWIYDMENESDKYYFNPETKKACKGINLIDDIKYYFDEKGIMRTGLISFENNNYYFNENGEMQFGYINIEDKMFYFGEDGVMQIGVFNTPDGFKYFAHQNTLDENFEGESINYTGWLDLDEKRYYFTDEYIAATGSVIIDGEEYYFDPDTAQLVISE
# PfHsp40 rescue = rescue of yeast from PfHsp40 toxicity, primary screen, S. cerevisiae, ATP luminescence; growth rescue, % at 12.5 µM; 340,000 tested, 0.68% active; S. cerevisiae expressing PfHsp40, growth rescue; in the data active = growth rescue above about 28%, passing the limit was not always enough; inconclusive = no clear call, values can overlap the other calls;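 also: yeast W303a lacking pdr1 and pdr3 grown in galactose medium; growth measured after three days at 30 °C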
# 3CLpro inhibitor = SARS-CoV 3CLpro protease inhibitors, primary screen, biochemical, quenched FRET. Replicase polyprotein 1ab (Severe acute respiratory syndrome coronavirus), P0C6X7. recombinant SARS-CoV 3CLpro, quenched FRET peptide cleavage. inhibition, % at 6 µM. 290,000 tested, 0.14% active; in the data active = inhibition above about 12%
# Anthrax LF inh2 = Bacillus anthracis LF protease inhibitors, primary screen, biochemical, multiplex microsphere, MLPCN library | Lethal factor (Bacillus anthracis), P15917 | multiplex microsphere protease cleavage assay | inhibition, % at 10 µM | 360,000 tested, 0.12% active | AID 588501, 2011; also: plate controls were buffer without enzyme for full effect and enzyme alone for no effect
# PrPC surface inh = inhibitors of human cell surface prion protein PrPC, primary screen, cell-based, TR-FRET. Major prion protein (Homo sapiens), P04156. TR-FRET read-out. inhibition, % at 13.8 µM. 370,000 tested, 0.43% active; in the data active = inhibition above about 24%; also: 0% = median of the test wells and 100% = reference compound wells
# Y pestis TopoI = Yersinia pestis topoisomerase I inhibitors, primary screen, biochemical, cleavage product accumulation, plate reader, single point; activity, % at 10 µM; Y. pestis Topo-I cleavage product accumulation; DNA topoisomerase I (Yersinia pestis CO92); 360,000 tested, 0.064% active; in the data active = activity above about 50%, passing the limit was not always enough; inconclusive = no clear call, values can overlap the other calls; also: inactives centre near 2
# Numbers without * were called inactive; i = inactive; ? = inconclusive; / = no result given; & = joins results of further samples. Rule as the data show it, unless noted: active = inhibition above about 30%; inconclusive = no clear call, values can overlap the other calls; inactive = below that.
Compound,Y pestis TopoI,TcdB inh,Vc quorum ag,PrPC surface inh,Anthrax LF inh2,PriA SSB inh,BoNT-A LC inh2,3CLpro inhibitor,PfHsp40 rescue
COC(=O)NNC(=O)COc1ccccc1C,-1.8,/,i,2.0,-1.6,-10.1,-0.2,3.4,-0.9
Cc1cccc(N2CCN(C(=O)c3ccc(NC4=NC5CS(=O)(=O)CC5S4)cc3)CC2C)c1 (stereo not given),17.1,0.8,-0.2,5.1,5.3,-0.6,0.0,-3.1,-1.0
C[C@H]1CN([C@@H](C)CO)S(=O)(=O)c2ccc(-c3ccccc3)cc2O[C@H]1CN(C)C(=O)C1CCC1,34.2,0.9,i,-1.7,-3.5,/,0.2,/,/
CC(=O)c1cc(Cl)ccc1OCC(=O)Nc1cccc(S(=O)(=O)N2CCCC2)c1,21.9,1.0,i,8.3,7.5,6.8,2.4,/,-0.8
O=C(COC(=O)c1ccccc1O)Nc1cc(S(=O)(=O)N2CCCCCC2)ccc1Cl,9.0,-10.5,-8.1,2.3,10.4,-1.2,0.2,/,0.2
Cc1ccc(Cl)cc1N1CCN(Cc2nc3ccsc3c(=O)[nH]2)CC1,7.0,/,-0.5,8.0,-3.7,-2.5,-0.1,2.5,-0.8
CCOc1ccc(N(CC(=O)N2CCN(c3ccc(F)cc3)CC2)S(=O)(=O)c2c(C)noc2C)cc1,30.5,0.1,i,-7.8,-5.9,4.4,-2.4,-0.2,0.9
COc1ccc(/C=C\C(=O)c2c(O)ccc3c(C)cc(=O)oc23)cc1,8.2,/,i,-0.8,0.2,-6.4,-0.1,-4.7,1.1
CN(C)CCNC(=O)c1ccc(COCC(F)(F)F)cc1,2.4,-0.9,i,2.5,-1.9,-18.8,-0.8,0.9,-0.9
CCCCOC(=O)c1cccc(NC(=O)CCC(=O)O)c1,3.2,/,4.2,1.9,0.7,-15.9,?,2.7,0.6
O=S(=O)(/C=C/c1ccccc1)N1CCN(c2nc(-c3cccnc3)nc3ccccc23)CC1,3.4,2.4,-0.3,-1.0,-16.9,-2.6,0.0,2.0,1.6
CC(C)OCCCNC(=O)c1ccccc1Oc1ccccc1,6.7,3.1,i,2.0,-0.9,-5.5,-0.4,1.5,-1.7
O=C(COC(=O)c1c2c(nc3ccccc13)CCN(Cc1ccccc1)C2)Nc1c(F)cccc1F,-3.0,-0.2,-0.2,-0.6,-3.0,12.9,1.2,0.1,-0.5
CCCN1C(=O)c2ccc(C(=O)NC3CCCCC3)cc2C1=O,-6.6,/,-3.2,3.2,-2.1,-8.6,0.1,-0.4,-0.4
CC1(C)NC(=O)N(CC(=O)OCC(=O)c2ccc(Br)s2)C1=O,-9.1,-1.4,-0.1,16.2,8.6,-9.1,0.7,/,-0.2
O=C(CN1CCCC1c1cccs1)N1CCN(S(=O)(=O)c2cccc(F)c2)CC1 (stereo not given),18.2,1.2,-0.2,5.9,-3.2,2.3,-1.0,/,-2.0
Cc1ccc(-n2cc(CNCCCN3CCCC3=O)c(-c3ccc(F)cc3)n2)cc1,1.6,-7.5,-0.2,0.5,-3.2,-4.4,-0.8,3.6,-0.9
COc1cc(C(=O)OCC(=O)Nc2nnc(-c3ccccc3)o2)cc(OC)c1OC,9.6,-5.5,1.7,5.2,/,-8.5,/,/,4.9
CN1C(=O)C(C)(C)c2cc(S(=O)(=O)N3CCCC(C(=O)NCc4ccc(Cl)cc4)C3)ccc21 (stereo not given),15.6,0.5,-0.1,41.3*,1.0,-5.4,0.0,-0.6,-1.1
COc1ccc([C@@H]2C[C@@H](c3ccccc3)Oc3cc(OC)cc(OC)c32)cc1,11.5,/,-1.0,4.9,-3.4,-18.7,0.9,/,-1.7

# Fetched one by one from the list above:
Compound,Y pestis TopoI,TcdB inh,Vc quorum ag,PrPC surface inh,Anthrax LF inh2,PriA SSB inh,BoNT-A LC inh2,3CLpro inhibitor,PfHsp40 rescue
CCOc1ccc(N(CC(=O)N2CCN(c3ccc(F)cc3)CC2)S(=O)(=O)c2c(C)noc2C)cc1,30.5,0.1,i,-7.8,-5.9,4.4,-2.4,-0.2,0.9
COc1ccc(/C=C\C(=O)c2c(O)ccc3c(C)cc(=O)oc23)cc1,8.2,/,i,-0.8,0.2,-6.4,-0.1,-4.7,1.1

# Next part
Compound,Y pestis TopoI,TcdB inh,Vc quorum ag,PrPC surface inh,Anthrax LF inh2,PriA SSB inh,BoNT-A LC inh2,3CLpro inhibitor,PfHsp40 rescue
NC(=O)c1ccccc1N/C=C/C(=O)c1ccc(F)cc1,5.5,/,1.0,-4.2,0.3,/,0.2,3.7,5.5
CS(=O)(=O)Nc1nc2n(n1)C(c1ccccc1)C=C(c1ccc(Br)cc1)N2 (stereo not given),8.4,/,0.5,/,3.3,1.7,1.1,1.1,-0.3
CCOC(=O)[C@H]1[C@H]2COc3ccc(Br)cc3[C@@H]2N2C(=O)CN(Cc3ccc(OC)cc3)C(=O)[C@@]12C,23.8,1.1,i,0.7,4.6,-4.2,1.4,/,0.4
Cc1cc2c(c(SCC(=O)Nc3ccc(C)c(C)c3)n1)C(=O)OC2,4.0,0.3,-0.2,-4.7,10.4,7.8,-0.6,-2.1,-0.4
CC(=O)N1CCN(S(=O)(=O)c2cccc(C(=O)OCN3C(=O)c4ccccc4C3=O)c2)CC1,3.4,0.9,i,-7.3,-0.6,-3.2,-0.6,0.2,1.2
C/C(=N\NC(=O)C(=O)Nc1cccc(Cl)c1C)c1ccncc1,-5.8,/,i,1.1,-1.4,/,0.7,0.3,-0.1
CC(C)=CCC[C@](C)(OC1OC(COC2OCC(O)C(O)C2O)C(O)C(O)C1O)C1CC[C@]2(C)C1C(O)CC1[C@@]3(C)CCC(O[C@@H]4O[C@H](CO)C(O)C(O)C4O[C@@H]4OC(CO)C(O)C(O)C4O)C(C)(C)C3CC[C@]12C (stereo not given in full),2.9,-0.8,i,-0.1,-2.4,/,-0.4,/,0.1
COc1ccccc1[N+](=O)[O-],-4.0,-0.4,-0.3,-2.7,-5.0,8.3,-0.5,/,-1.3
O=C(NCCN1CCCCC1)c1ccc(Cl)nc1Cl,-1.6,0.8,i,-2.3,2.0,5.2,0.3,4.5,0.5
CCC(CC)NC(=O)Cc1ccccc1OC,4.0,/,0.0,-1.6,1.5,-7.6,0.3,-1.5,-1.8
CCn1ncc(C(=O)Nc2cccc(Cl)c2)c1C,-10.3,2.0,-1.6,3.1,-5.2,-1.8,0.6,3.7,-0.3
Cc1nnc2ccc(-c3ccc(NS(=O)(=O)c4ccc(Cl)s4)cc3)nn12,-7.7,0.3,i,-19.3,-1.7,-14.0&-18.9,1.8,/,-2.1
COC(=O)/C=C1/SC(=NC(=O)c2cccc([N+](=O)[O-])c2)NC1=O,-2.5,0.8,i,-11.8,2.5,6.6,-1.6,10.2,-1.4
CCOC(=O)c1sc(NC(=O)c2cccs2)nc1C,-1.7,1.0,i,0.7,-1.2,0.8,0.0,-6.0,-0.9
Cc1sc2c(c1C)c(=O)n(-c1ccccc1)c1nncn21,4.0,/,-0.3,-3.5,-0.1,-12.5,-2.7,-5.9,-0.3
COc1cc2ncnc(NCc3ccccc3C)c2cc1OC,-6.1,/,-0.3,-1.9,-0.4,2.9,0.0,-5.8,0.3
CCCc1cc(C(=O)N2CCN(c3ccccc3C)CC2)cs1,8.1,/,-0.4,-0.1,-2.3,-22.8,1.2,-0.2,-0.2
Cc1ccc(-c2cc(=O)c3cc(F)ccc3[nH]2)cc1,1.0,0.0,i,3.6,-7.7,13.4,-1.3,-3.2,-1.0
Cc1cc(C)n(/N=C/c2c[nH]c3ccccc23)c(=O)c1,6.6,/,0.3,3.1,?,/,1.0,0.7,-0.9
CCOc1ccc(C(=O)Nc2cccc(NC(=O)c3cccs3)c2)cc1[N+](=O)[O-],-16.8,2.1,-0.3,-4.6,-1.7,14.1,-0.1,2.1,2.3

Compound,Y pestis TopoI,TcdB inh,Vc quorum ag,PrPC surface inh,Anthrax LF inh2,PriA SSB inh,BoNT-A LC inh2,3CLpro inhibitor,PfHsp40 rescue
COc1ccc(CNC(=O)C2Cc3ccccc3CN2C(=O)c2ccco2)cc1 (stereo not given),-9.5,1.2,i,2.7,2.2,-2.1,-0.6,1.2,-1.1
Cn1cc(S(=O)(=O)Nc2ccc(OC(F)(F)F)cc2)c(=O)n(C)c1=O,-1.3,0.1,-0.1,9.5,-7.5,0.0&-5.5&-29.0,-1.4,-4.2,-1.4
COCCN(C(=O)CNC(=O)c1ccco1)C(C(=O)NC1CCCC1)c1ccccc1F (stereo not given),3.4,1.6,i,-3.6,2.9,-16.6,1.2,-1.3,-0.6
COC(=O)c1ccc(C(=O)OC)c(NC(=O)C(C)(C)C)c1,0.3,-9.4,-0.5,5.0,-7.6,-3.0&-9.2,-0.2,-2.9,2.2
COc1ccc(C(=O)N/C(=C\c2cn(S(=O)(=O)N(C)C)c3ccccc23)C(=O)NCCCn2ccnc2)cc1,13.0,0.0,-2.9,-10.4,-2.4,22.7,0.0,-5.0,0.0
CCOc1ccc(/C=N/n2cc(-c3ccccc3)[nH]c2=S)cc1,0.5,3.2,-0.2,1.6,8.0,/,-0.8,2.5,0.4
O=C(Nc1ccc2c(c1)OCCO2)c1oc2ccccc2c1NC(=O)C1CC1,-13.3,2.3,0.0,7.5,-4.8,-6.2,-0.6,-0.8,0.6
NS(=O)(=O)c1cccc(NC(=O)CNC(=O)CC23CC4CC(CC(C4)C2)C3)c1,-2.6,1.0,-0.2,-3.3,-0.6,-6.9,0.8,6.7,-0.6
Cc1cccnc1NC(=O)c1sc2ccccc2c1Cl,5.4,1.7,0.0,-1.4,/,-7.2,/,2.2,-1.7
C[C@H]1CN([C@@H](C)CO)S(=O)(=O)c2ccc(C#Cc3cccnc3)cc2O[C@@H]1CN(C)C(=O)Nc1ccc2c(c1)OCO2,7.0,1.8&-0.1&0.3,-0.4,3.9,-8.4,/,0.1,/,/
CC(=O)N(C)c1ccc(N=Nc2c(C)[nH]n(-c3ccccc3)c2=O)cc1,8.6,0.3,1.1,-9.1,19.7,12.6,4.5,-2.3,2.9
Cc1cccc(C)c1NC(=O)N1CC(C)OC(C)C1 (stereo not given),-1.8,0.8,-6.2,-4.5,5.1,0.1,-0.4,1.6,-1.9
CCOc1ccc(NC(=O)CSc2nncn2C)cc1,-4.7,0.1,0.6,0.8,9.7,2.8,0.4,-2.7,0.4
COc1ccc2c(CC(=O)N(C)CC3COc4ccccc4O3)coc2c1 (stereo not given),-0.3,/,-0.5,5.4,1.7,-1.1,1.5,2.8,1.1
CCc1ccc2c(c1)C(c1ccc([N+](=O)[O-])cc1)=NNC(c1ccc(Br)cc1)=N2,-2.4,2.6,-0.4,10.5,0.2,-5.1,-0.3,0.3,0.0
COCc1cc(/C=N\NC(=O)COc2ccc(Cl)cc2)ccc1OC,17.0,/,-0.2,4.1,-2.1,/,-0.3,3.8,0.3
CC(=O)Nc1cccc(-c2nnc(SCC(=O)n3c4c(c5ccccc53)CCCC4)n2C)c1,-5.7,/,0.3,-1.8,-1.7,-1.3,-2.1,-0.8,1.2
COc1ccc(S(=O)(=O)NCc2cc(=O)n(C)c(=O)n2C)cc1F,4.8,0.2,i,-8.6,1.0,-9.9,0.3,-2.9,-1.2

# Some of the compounds tested (hit frequency here may not be typical).
